Screening data as filed in PubChem BioAssay.
D1 antag = antagonists of human D1 dopamine receptor | P21728 | HEK293 TREx D1 cells, calcium flux, dopamine EC80; stronger effect = lower value | activity change, negative = inhibition, % at 10 µM | actives 3.2% (n = 360,000); in the data active = activity change below about -30%; also: % is scaled to controls: 0 for no effect and ±100 for the full control effect
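Tetracycline-induced HEK293 Trex D1 cells, force-coupled to calcium, dye-loaded; compounds added and read 180 s, then EC80 dopamine added and calcium flux tracked kinetically another 180 s.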
LDHA inh = inhibitors of human lactate dehydrogenase A; purified LDHA, NADH/diaphorase-resazurin fluorescence; stronger effect = lower value; activity change, % (values are at about 110 or 230 µM); actives 0.15% (n = 480,000); AID 1347041; in the data active = activity change below about -30%; inconclusive = mostly about -25% to -30%;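 also: plate controls were DMSO wells for no effect and wells without enzyme for full effect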
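Remaining NADH was detected by diaphorase (0.133 mg/mL) converting 37 µM resazurin to fluorescent resorufin, read at 0 and 20 minutes. The preceding 5-minute room-temperature reaction used 2 nM LDHA, 0.2 mM sodium pyruvate and 0.06 mM NADH at pH 7.4.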
RXFP1 ag = agonists of human relaxin receptor RXFP1; actives 0.3% (n = 370,000); Potency, µM (doses to about 57.5 µM), for the others: top-dose activation, usual class: activators; HEK293T-RXFP1 cAMP TR-FRET, 30 min; response scale: percent of porcine relaxin response, buffer zero; Q9HBX9; also: potency is read from the fitted curve at half-maximal effect; % is scaled to controls: 0 for no effect and ±100 for the full control effect; nearly all actives have a fitted effect of over 60% in size; many of its hits are not listed in these tables
Target sequence (Q9HBX9 whole entry, looked up): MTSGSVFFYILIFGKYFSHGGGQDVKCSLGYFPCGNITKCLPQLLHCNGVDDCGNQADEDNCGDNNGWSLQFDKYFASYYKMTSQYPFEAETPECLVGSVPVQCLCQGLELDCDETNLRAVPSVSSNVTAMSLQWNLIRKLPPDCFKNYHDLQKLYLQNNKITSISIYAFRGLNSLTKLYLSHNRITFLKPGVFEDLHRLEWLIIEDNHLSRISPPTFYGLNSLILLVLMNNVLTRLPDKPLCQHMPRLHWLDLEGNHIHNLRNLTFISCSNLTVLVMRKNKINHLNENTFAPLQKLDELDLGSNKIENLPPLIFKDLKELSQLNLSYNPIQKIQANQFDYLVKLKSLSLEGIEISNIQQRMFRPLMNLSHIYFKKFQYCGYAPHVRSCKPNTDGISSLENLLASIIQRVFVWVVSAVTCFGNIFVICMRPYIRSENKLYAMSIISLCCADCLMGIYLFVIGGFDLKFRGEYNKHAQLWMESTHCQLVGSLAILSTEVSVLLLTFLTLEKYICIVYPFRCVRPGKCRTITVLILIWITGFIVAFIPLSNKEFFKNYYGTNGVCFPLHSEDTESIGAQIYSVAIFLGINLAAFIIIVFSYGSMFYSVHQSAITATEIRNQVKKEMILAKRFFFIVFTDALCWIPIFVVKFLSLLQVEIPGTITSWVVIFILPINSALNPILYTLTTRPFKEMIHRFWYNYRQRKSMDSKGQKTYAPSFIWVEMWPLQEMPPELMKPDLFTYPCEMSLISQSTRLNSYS
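HEK293T cells stably expressing RXFP1 were pretreated with the PDE4 inhibitor Ro 20174, exposed to compounds for 30 min at 37C, lysed, and cAMP was read by TR-FRET. Data normalized to buffer (basal) and 29 nM porcine relaxin (100%).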
Vif-A3G inh = Vif-A3G binding inhibition. HeLa A3G-eYFP + Vif (tagged APOBEC3G with the HIV-1 protein that degrades it), YFP fluorescence, overnight. Q9HC16. Potency, µM (titrated, usually from 46.1 µM), for the others: top-dose activity, negative = active, actives largely listed as inhibitors. actives 0.076% (n = 410,000);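 also: potency is read from the fitted curve at half-maximal effect; % is scaled to controls: 0 for no effect and ±100 for the full control effect; nearly all actives have a fitted effect of over 60% in size; hits raise eYFP signal because A3G escapes Vif-driven loss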
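Read-out is eYFP fluorescence (Ex 488/Em 500-530) from Vif-expressing HeLa A3G-eYFP cells; more signal means A3G escaped Vif-mediated degradation. Cells plated overnight, compound pinned in, incubated overnight at 37 deg C.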
D1 ag = activates the human D1 dopamine receptor; actives 1% (n = 360,000); activation, % at 2 µM; HEK293 T-REx D1 cells, calcium flux, agonist mode; P21728; in the data active = activation above about 30%; also: 0% is about no effect
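Inducible HEK293 T-REx D1 cells, force-coupled to calcium signalling, were plated at 4000 cells/well with tetracycline and held overnight at 30 C. After no-wash calcium dye loading, compound-evoked calcium rise over 180 s flagged agonists.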
D2 potentiator = positive allosteric modulators of human D2 dopamine receptor. potentiation, % at 10 µM. actives 0.34% (n = 340,000). AID 485347. HEK293 T-REx D2, calcium flux, EC20 dopamine potentiation. P14416;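 active = potentiation over 3 SD above the plate norm, cut at about 30% in these data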; also: 0% is about no effect
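Using a no-wash calcium dye in inducible, force-coupled HEK293 Trex cells expressing D2, we tracked fluorescence each second for 180 s after compound, then for 180 s after EC20 dopamine to detect augmented signalling.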
GRP78 ERSR act = inducers of ER stress response in human glioma cells; U87-MG GRP78 promoter luciferase reporter, 16 h; Potency, µM, inactives show top-dose activation, hits mostly activators; actives 0.02% (n = 420,000); AID 602332; also: potency is read from the fitted curve at half-maximal effect; series mostly up to about 76 µM; % of control where 0% means no effect; nearly all actives have a fitted effect of over 35% in size
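Stably transfected U87-MG glioma cells carrying a GRP78-based luciferase sensor; 16 h compound incubation. Luminescence end-point read 10 min after Bright-Glo addition at room temperature.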
Vif-APOBEC3F blk = Vif-A3F binding inhibition. Potency, µM (titrated, usually from 46.1 µM), for inactives: at the top dose activity, negative = active. AID 602313. HeLa A3F-eYFP + Vif (tagged APOBEC3F with the HIV-1 protein that degrades it), YFP fluorescence increase. actives 0.2% (n = 390,000); also: potency is read from the fitted curve at half-maximal effect; % of control where 0% means no effect; nearly all actives have a fitted effect of over 65% in size
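HeLa cells stably expressing A3F-eYFP plus Vif, plated and incubated overnight at 37 deg C, then exposed to compounds overnight at 37 deg C. Blocked degradation read as raised yellow fluorescence (Ex 488/Em 500-530).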
D1 potentiator = potentiators of human D1 dopamine receptor; P21728; HEK293 TREx D1 cells, calcium flux, dopamine EC20 potentiation; potentiation, % at 10 µM; actives 0.036% (n = 360,000); in the data active = potentiation above about 30%; also: 0% is about no effect
Starred values were filed as active, the others as inactive; ? = inconclusive; . = no result given; & = joins results of further samples; ! = a repeat was not active. Unless noted, calls follow the shape of the dose curve; as a rule, active = well fitted curve in the direction sought with a large enough effect; inconclusive = small, poorly fitted or top-dose-only effect, or another doubt; inactive = no such curve, though single readings can be large; an effect the other way counts as inactive or inconclusive. A portion of the library; rates above refer to the full screens.

SMILES	D1 antag	LDHA inh	RXFP1 ag	Vif-A3G inh	D1 ag	D2 potentiator	GRP78 ERSR act	Vif-APOBEC3F blk	D1 potentiator
COCCNC(=O)C1CCN(S(=O)(=O)c2c(C)noc2/C=C/c2cccs2)CC1	4	-2	0.0%	3%	7	0	-5%	-8%	0
O=C1CSC(c2cn(-c3ccccc3)nc2-c2cc3ccccc3o2)N1Cc1ccccc1 (stereo not given)	18	3	2.7%	0%	4	10	3%	3%	6
Cc1ccc(NC(=O)CSCC(=O)Nc2ccccc2C(=O)NC2CC2)cc1	15	-5	0.5%	-1%	0	4	-4%	-8%	-3
CCCCCOC(=O)C(C)Sc1n[nH]c(=O)[nH]c1=O (stereo not given)	7	-3	0.2%	7%	1	21	-1%	0%	0
COCCOC(=O)c1[nH]c2c(c1C)C(=O)CC(c1cc(OC)ccc1OC)C2 (stereo not given)	1	-6	1.4%	?	-1	-3	0%	-19%	-4
Cc1ccc(S(=O)(=O)N2CCN(C(=O)COC(=O)c3ccc(Br)o3)CC2)c(C)c1	-8	-6	1.6%	-1%	8	1	-4%	-2%	-12
Cc1ccc(C)c(S(=O)(=O)NCC(=O)OCC(=O)Nc2sccc2C(N)=O)c1	-8	0	0.0%	-2%	1	5	-5%	7%	-6
Cc1ccc(-c2nnc(CN3CCCCC3C)o2)cc1 (stereo not given)	-5	-1	0.1%	0%	3	-13	0%	-5%	2
CC(=O)NC1N=C(C)N(c2ccccc2)C1=O (stereo not given)	1	6	-0.1%	-1%	-1	18	-1%	0%	-1
Cc1ccc2c(c1)nc(-n1nc(C)cc1C)c1nnnn12	-5	-3	2.0%	0%	-3	5	-4%	2%	6
O=C(O)CN1C(=O)/C(=C\c2cc(Br)ccc2OCc2ccccc2F)SC1=S	-14	-17	3.7%	-3%	2	3	-2%	-8%	1
CC(Oc1cccc([N+](=O)[O-])c1)C(=O)NCCC1=CCCCC1 (stereo not given)	2	0	-1.0%	-7%	1	.	1%	?	1
O=C(CN(C(=O)Cn1nnc(-c2ccc(F)cc2)n1)c1cnc2ccccc2c1)NCC1CCCO1 (stereo not given)	0	1	3.5%	-3%	1	16	0%	?	9
COC(=O)c1cc(S(=O)(=O)NCC2CCN(Cc3cccc(F)c3)CC2)cn1C	-39*!	-2&-10	-2.2%&-1.9%	-3%&0%	9&2	1&-8	1%&-4%	-8%&0%	-7&0
Cc1cccc(OCCSc2nc(-c3cccs3)nc3cc(=O)[nH]n23)c1	-2	-11	1.4%	-2%	0	-4	-2%	-4%	0

Ten compounds out of the list, ordered by number of heavy atoms, falling.
SMILES	D1 antag	LDHA inh	RXFP1 ag	Vif-A3G inh	D1 ag	D2 potentiator	GRP78 ERSR act	Vif-APOBEC3F blk	D1 potentiator
O=C(CN(C(=O)Cn1nnc(-c2ccc(F)cc2)n1)c1cnc2ccccc2c1)NCC1CCCO1 (stereo not given)	0	1	3.5%	-3%	1	16	0%	?	9
O=C1CSC(c2cn(-c3ccccc3)nc2-c2cc3ccccc3o2)N1Cc1ccccc1 (stereo not given)	18	3	2.7%	0%	4	10	3%	3%	6
Cc1ccc(S(=O)(=O)N2CCN(C(=O)COC(=O)c3ccc(Br)o3)CC2)c(C)c1	-8	-6	1.6%	-1%	8	1	-4%	-2%	-12
COCCOC(=O)c1[nH]c2c(c1C)C(=O)CC(c1cc(OC)ccc1OC)C2 (stereo not given)	1	-6	1.4%	?	-1	-3	0%	-19%	-4
Cc1cccc(OCCSc2nc(-c3cccs3)nc3cc(=O)[nH]n23)c1	-2	-11	1.4%	-2%	0	-4	-2%	-4%	0
CC(Oc1cccc([N+](=O)[O-])c1)C(=O)NCCC1=CCCCC1 (stereo not given)	2	0	-1.0%	-7%	1	.	1%	?	1
Cc1ccc2c(c1)nc(-n1nc(C)cc1C)c1nnnn12	-5	-3	2.0%	0%	-3	5	-4%	2%	6
Cc1ccc(-c2nnc(CN3CCCCC3C)o2)cc1 (stereo not given)	-5	-1	0.1%	0%	3	-13	0%	-5%	2
CCCCCOC(=O)C(C)Sc1n[nH]c(=O)[nH]c1=O (stereo not given)	7	-3	0.2%	7%	1	21	-1%	0%	0
CC(=O)NC1N=C(C)N(c2ccccc2)C1=O (stereo not given)	1	6	-0.1%	-1%	-1	18	-1%	0%	-1

Remaining list, next part.
SMILES	D1 antag	LDHA inh	RXFP1 ag	Vif-A3G inh	D1 ag	D2 potentiator	GRP78 ERSR act	Vif-APOBEC3F blk	D1 potentiator
COc1cccc2c1Oc1ncccc1N(C(=O)CCC(=O)NCc1ccccc1Cl)C2	5&-22	-4&-2	2.0%&0.2%	0%&-6%	3&-1	5&-5	-5%&-2%	3%&1%	-7&3
COc1ccc2oc(=O)cc(CN(C)Cc3ccccc3)c2c1	-2	0&8	-0.2%	-1%	5	-2	1%	6%	-4
O=C(COc1ccccc1F)NNC(=O)c1ccc(F)c(S(=O)(=O)N2CCOCC2)c1	.	-10	.	0%	.	.	-1%	2%	.
CSc1ccc(/C=C/C(=O)OCC(=O)N2CCc3ccccc32)cc1	-20	-10	2.3%	0%	2	.	-3%	0%	-2
Cc1cc(=O)[nH]c(SCC(=O)Nc2ccc(Br)cn2)n1	-3	-2	1.2%	-1%	0	0	-6%	-1%	-3
CSc1ccccc1NC(=O)CN(C)Cc1cccc(Cl)c1	11	-21	4.1%	-6%	3	-3	-2%	-12%	0
O=C(Nc1cccc(S(=O)(=O)N2CCCCC2)c1)c1ccc(OCC2CCCO2)cc1 (stereo not given)	6	-2	-0.5%	-4%	9	-2	-2%	10%	-2
Cc1ccc(S(=O)(=O)NCC(=O)NCc2ccncc2)cc1	11	-4	-1.7%	-2%	-2	9	-1%	-11%	-6
CC(=O)N1CCC(N(Cc2ccco2)C(=O)Nc2ccc(C)c(Cl)c2)CC1	1	2	0.1%	5%	-1	3	-2%	1%	0
O=c1oc(Nc2ccccc2Cl)nc2ccccc12	3	0	3.3%	-10%	1	2	-7%	8%	-2
N/C(=N\OC(=O)/C=C/c1ccc(Br)cc1)c1ccccn1	-24	-4	2.4%	0%	1	-12	-6%	12%	-5
Cc1noc(C)c1S(=O)(=O)N(C)C[C@H]1Oc2c(NC(=O)NC(C)C)cccc2C(=O)N([C@H](C)CO)C[C@@H]1C	.	-3	.	-3%	.	.	-2%	0%	.
COC(=O)[C@H](Cc1ccccc1)NC(=O)N1CCC(C)CC1	.	-2	-1.3%	1%	-1	9	4%	0%	-2
O=C(CNCc1ccccc1Cl)Nc1ccc(C(=O)N2CCCCC2)cc1	-8	-13	0.3%	2%	28	3	-4%	5%	-3
COc1ccc(/C=C/C(=O)CCC(=O)O)cc1	-12	-2	-2.2%	1%	4	17	-5%	1%	0
CCn1ccc2cc(S(=O)(=O)N3CCCN(C(=O)Nc4cccc(SC)c4)CC3)ccc21	-10	-7	3.3%	0%	0	11	-6%	1%	0
Cc1cccc(NC(=O)c2ccc(S(=O)(=O)NCc3cccnc3)cc2)c1	0	-9	-0.3%	2%	1	-4	-3%	2%	-6
COc1ccc(CN2CCN(C(=O)CCC(=O)c3ccc(C)s3)CC2)cc1OC	9	1	-0.8%	0%	1	-10	-2%	1%	-6
COC(=O)C1CCN(c2ccc([N+](=O)[O-])cc2[N+](=O)[O-])CC1	-14	-2	1.4%	-6%	0	-5	-1%	0%	-1
CC(CCc1ccccc1)NC(=O)CNC(=O)COc1ccccc1 (stereo not given)	20	-6	-0.4%	-1%	1	-3	2%	7%	-6
O=C(Cn1c(-c2ccccc2)noc1=O)Nc1ccc(S(=O)(=O)N2CCOCC2)cc1	8	-7	-1.8%	-3%	1	-7	-3%	-10%	1
CC(=O)N1CCc2cc(S(=O)(=O)NCCN3CCC(C)CC3)ccc21	4	-4	0.8%	2%	0	-17	-7%	-3%	-9
COc1ccc(-n2c(=S)[nH]c3cc(C(=O)NCCCN4CCOCC4)ccc3c2=O)cc1OC	-1	2	0.2%	0%	0	-4	-7%	-2%	-3
Cc1ccc(-n2nc3c(c2NC(=O)c2c(-c4ccccc4Cl)noc2C)CS(=O)(=O)C3)c(C)c1	10	-1	-0.9%	-10%	4	8	-3%	-19%	-3
Cc1cc2n(n1)C(c1ccccc1Cl)Nc1ccccc1-2 (stereo not given)	-8	-5	0.6%	-17%	2	-8	3%	-6%	-3
Cc1ccc(C(C(=O)NCC2CCCO2)N(C(=O)c2snc(C(N)=O)c2N)c2ccc(C(C)C)cc2)o1 (stereo not given)	6	6	4.7%	-4%	1	-2	8%	1%	6
CC(=O)c1cn(N2CCCCC2)c(=O)[nH]c1=O	6	-14	0.5%	0%	4	0	-1%	5%	3
COc1ccc(-n2c(=O)cc(N3CC(C)OC(C)C3)[nH]c2=O)cc1 (stereo not given)	5	0	1.0%	-1%	3	1	-6%	0%	-2
CC(CCCC(C)(C)O)NCc1cn[nH]c1-c1ccc2c(c1)OCO2 (stereo not given)	5	0	-1.5%	9%	1	11	-2%	7%	6
O=C(CNC(=O)c1ccc(S(=O)(=O)N2CCCC2)cc1)N/N=C/c1ccc(F)cc1	5	-10	2.0%	0%	5	-10	-1%	2%	-3
Cc1ncoc1C(=O)NCc1ccccc1Cl	-14	-3	1.3%	0%	5	.	-6%	-9%	-3
O=C(COC(=O)c1ccc([N+](=O)[O-])s1)c1ccc[nH]1	.	6	.	1%	.	.	-5%	12%	.
